Screens (PubChem BioAssay)
PfHsp40 yeast: restores yeast growth despite PfHsp40 toxicity. S. cerevisiae expressing PfHsp40, growth rescue, ATP luminescence. growth rescue, % at 12.5 µM. actives 0.68% (n = 340,000). AID 504582; in the data active = growth rescue above about 28%, passing the limit was not always enough; inconclusive = no clear call, values can overlap the other calls;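 also: yeast W303a lacking pdr1 and pdr3 grown in galactose medium; growth measured after three days at 30 °C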
Anthrax LF inh2: anthrax lethal factor protease inhibition. actives 0.12% (n = 360,000). inhibition, % at 10 µM. P15917. multiplex microsphere protease cleavage assay, LF; also: plate controls were buffer without enzyme for full effect and enzyme alone for no effect
PrPC surface inh: inhibitors of human cell surface prion protein PrPC | AID 720596 | inhibition, % at 13.8 µM | TR-FRET read-out | actives 0.43% (n = 370,000) | P04156; in the data active = inhibition above about 24%; also: 0% = median of the test wells and 100% = reference compound wells
BoNT A protease: inhibitors of Botulinum neurotoxin A light chain protease; multiplex microsphere protease substrate cleavage, flow cytometry; inhibition, % at 10 µM; actives 0.17% (n = 360,000); AID 588499; also: plate controls were buffer without enzyme for full effect and enzyme alone for no effect
SSB-PriA inh: blocks PriA binding to SSB C-terminal tail; AlphaScreen SSBct-PriA binding, biotinylated peptide; inhibition, % at 33 µM; actives 0.6% (n = 430,000); in the data active = inhibition mostly above about 37%, no sharp cut-off; inactive = mostly below about 20%;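 also: plate controls were negative control peptide for no effect and reference peptide for full effect; strong numbers were not always called active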
Vc quorum ag: induces V. cholerae light production without autoinducers; actives 0.16% (n = 350,000); AID 588436; activation, % at 18.7 µM; V. cholerae BH1578 lux reporter, luminescence, 6 h; in the data active = activation mostly above about 9.7%, no sharp cut-off; inconclusive = no clear call, values can overlap the other calls; inactive = mostly below about 3.7%; also: not every result past the cut was called active; inactives centre near 0; reference of the scale not given here
TcdB inh: TcdB glycohydrolase inhibition; TcdB glycohydrolase enzymatic assay, plate reader; inhibition, % at 9.99 µM; actives 0.24% (n = 350,000); AID 652162; in the data active = inhibition above about 10%
Y pestis TopoI: Y. pestis Topo-I inhibition via cleavage products | Y. pestis Topo-I cleavage product accumulation, plate reader | activity, % at 10 µM | actives 0.064% (n = 360,000) | AID 504884; in the data active = activity above about 50%, passing the limit was not always enough; inconclusive = no clear call, values can overlap the other calls; also: inactives centre near 2
3CLpro inhibitor: SARS-CoV 3CLpro protease inhibition | recombinant SARS-CoV 3CLpro, quenched FRET peptide cleavage | inhibition, % at 6 µM | actives 0.14% (n = 290,000) | AID 1706; in the data active = inhibition above about 12%
The depositor's hits bear a star; & = joins results of further samples. Rule as the data show it, unless noted: active = inhibition above about 30%; inconclusive = no clear call, values can overlap the other calls; inactive = below that. These rows are one share of the data; rates above refer to the full screens.

Screening O=C(CCN1C(=O)C2CCCCC2C1=O)N1CCN(S(=O)(=O)c2ccccc2)CC1 (stereo not drawn) returned PfHsp40 yeast 0.8, Anthrax LF inh2 2, PrPC surface inh 5, BoNT A protease 1.1, SSB-PriA inh -13, Vc quorum ag inactive, TcdB inh -9.1 and Y pestis TopoI 2.
For Cc1cc(Oc2ccc(Cl)cc2)nc(-c2ccccc2O)n1 the results were PfHsp40 yeast -0.6, Anthrax LF inh2 -1, PrPC surface inh -4, BoNT A protease -0.1, SSB-PriA inh -9, Vc quorum ag 5.9, Y pestis TopoI 0 and 3CLpro inhibitor 1.
Screening Cn1c(-c2ccc(C(=O)c3ccccc3)s2)nc2ccccc21 returned PfHsp40 yeast -0.2, Anthrax LF inh2 3, PrPC surface inh 9, BoNT A protease 9.4, SSB-PriA inh -10, Vc quorum ag 0.0, TcdB inh 2.6, Y pestis TopoI 7 and 3CLpro inhibitor 6.
For COc1ccc(CNC(=O)OC2CC3CC2[C@H]2CCCCN2C3=O)cc1 (stereo partly drawn) the results were Anthrax LF inh2 -5, PrPC surface inh 0, BoNT A protease 1.4 and TcdB inh -1.6.
CCOc1ccc(S(=O)(=O)N(C)c2ccc(OCC(=O)NCC3CCCCC3)cc2)cc1 was read as PfHsp40 yeast 4.2, Anthrax LF inh2 0, PrPC surface inh -2, BoNT A protease 5.8, SSB-PriA inh -4, Vc quorum ag 0.9, TcdB inh 0.6 and Y pestis TopoI 23.
COc1ccc2cc(CO)c(Cl)nc2c1 was read as PfHsp40 yeast 0.3, Anthrax LF inh2 -1, PrPC surface inh -3, BoNT A protease -0.3, SSB-PriA inh -9, Vc quorum ag inactive, TcdB inh 0.6, Y pestis TopoI -2 and 3CLpro inhibitor 3.
CCc1nn(CC(=O)NCCc2ccc(Cl)cc2)c(=O)c2cccn12 was read as PfHsp40 yeast -0.1, Anthrax LF inh2 -4, PrPC surface inh -2, BoNT A protease -0.4, SSB-PriA inh -15, Vc quorum ag inactive, TcdB inh -0.8, Y pestis TopoI 4 and 3CLpro inhibitor 6.
Screening CCN1C(=O)C(CC(=O)Nc2c(C)cccc2C)Nc2cc(S(=O)(=O)N(C)C)ccc21 (stereo not drawn) returned PfHsp40 yeast 0.9, Anthrax LF inh2 -2, PrPC surface inh 2, BoNT A protease -0.5, SSB-PriA inh -5, Vc quorum ag -0.3, TcdB inh -0.4, Y pestis TopoI -3 and 3CLpro inhibitor -1.
For CCCCOCCCNC(=S)Nc1ccc(S(=O)(=O)N2CCOCC2)cc1 the results were PfHsp40 yeast -0.7, Anthrax LF inh2 -1, PrPC surface inh 9, BoNT A protease -0.3, SSB-PriA inh -1, Vc quorum ag 3.7, TcdB inh 0.6, Y pestis TopoI 1 and 3CLpro inhibitor 1.
CCNC(=S)N/N=C/c1cn(Cc2ccc(F)cc2)c2ccccc12 was read as PfHsp40 yeast 2.6, Anthrax LF inh2 -1, PrPC surface inh 9, BoNT A protease -0.8, Vc quorum ag -0.2, TcdB inh -0.9, Y pestis TopoI -8 and 3CLpro inhibitor 3.
`CCCc1[nH][nH]c(=O)c1C(c1cccc(Cl)c1)C(C#N)C#N` (stereo not drawn) gave PfHsp40 yeast -1.1, Anthrax LF inh2 -2, PrPC surface inh -6, BoNT A protease -0.3, SSB-PriA inh 8, Vc quorum ag -1.6, Y pestis TopoI -2 and 3CLpro inhibitor -1.
Screening Cc1noc(C)c1-c1nc(CS(=O)(=O)c2ccccc2)no1 returned PfHsp40 yeast -1.1, Anthrax LF inh2 9, PrPC surface inh 2, BoNT A protease inconclusive, SSB-PriA inh -8, Vc quorum ag -0.7, TcdB inh 0.1, Y pestis TopoI 5 and 3CLpro inhibitor -1.
Screening CCOC(=O)c1c(C)[nH]c(C(=O)NCC(c2ccco2)N2CCCCC2)c1C (stereo not drawn) returned PfHsp40 yeast 19, Anthrax LF inh2 1, PrPC surface inh -1, BoNT A protease -0.9, SSB-PriA inh -3, Vc quorum ag inactive, TcdB inh -0.4 and Y pestis TopoI -6.
`C=CCc1cc(OC)c2c(c1)OCO2` gave PfHsp40 yeast -1.2, Anthrax LF inh2 1, PrPC surface inh 1, BoNT A protease 0.6, SSB-PriA inh -5, Vc quorum ag -0.3, TcdB inh 0.2 and Y pestis TopoI 0.
For CCOS(C)(=O)=O the results were PfHsp40 yeast 1.8, Anthrax LF inh2 0, PrPC surface inh 4, BoNT A protease 0.2, SSB-PriA inh 4, Vc quorum ag -0.1, TcdB inh 0.3 and Y pestis TopoI 6.
COc1ccc(-c2noc(CCC(=O)N3CCC(c4cc(C)ccc4C)CC3)n2)cc1 was read as PfHsp40 yeast 1.6, Anthrax LF inh2 -1, PrPC surface inh 5, BoNT A protease 0.3, SSB-PriA inh -2, Vc quorum ag -1.1, TcdB inh -0.4 and Y pestis TopoI 12.
COc1ccc(CC(=O)NC(C)c2ccc(S(N)(=O)=O)cc2)cc1S(=O)(=O)N1CCOCC1 (stereo not drawn) was read as PfHsp40 yeast 1.4, Anthrax LF inh2 -1, PrPC surface inh 0, BoNT A protease -2.2, SSB-PriA inh -3, Vc quorum ag -0.2, TcdB inh 1.4, Y pestis TopoI 2 and 3CLpro inhibitor -1.
Screening O=S(=O)(c1cccc(F)c1)N1CCCN(c2ccc(C(F)(F)F)cn2)CC1 returned PfHsp40 yeast 1.6, Anthrax LF inh2 3, PrPC surface inh 7, BoNT A protease 0.2, SSB-PriA inh -15, Vc quorum ag -0.8, TcdB inh 0.9, Y pestis TopoI 12 and 3CLpro inhibitor 7.
For O=C(OCC#CCSc1nnc(-c2cccc3ccccc23)o1)c1ccc(Br)cc1 the results were PfHsp40 yeast -1.0, Anthrax LF inh2 -2, PrPC surface inh -6, BoNT A protease 0.3, SSB-PriA inh -12, Vc quorum ag -0.7, TcdB inh 1.7 and Y pestis TopoI 13.
Screening Cc1cc(C)n(-c2ccc(C(=O)N3CCN(S(=O)(=O)c4ccc(OC(F)(F)F)cc4)CC3)cc2)n1 returned Anthrax LF inh2 -9, PrPC surface inh 2, BoNT A protease -0.3, Vc quorum ag -0.6, TcdB inh -0.7 and Y pestis TopoI 47.
Screening Cc1ccccc1C(=O)Oc1ccccc1C(=O)N1CCOCC1 returned PfHsp40 yeast -0.6, Anthrax LF inh2 1, PrPC surface inh 1, BoNT A protease 0.3, SSB-PriA inh 0, Vc quorum ag -0.3, Y pestis TopoI 0 and 3CLpro inhibitor 1.
For CCC(=O)N1CCc2cc(S(=O)(=O)NC(C(=O)NCc3ccc(F)cc3)C(C)C)ccc21 (stereo not drawn) the results were PfHsp40 yeast -0.8, Anthrax LF inh2 17, PrPC surface inh -7, BoNT A protease 0.0, SSB-PriA inh -17, Y pestis TopoI -4 and 3CLpro inhibitor 2.
Screening COc1cc(CN2CCC(n3nccc3NC(=O)C3CC3)CC2)cc(OC)c1 returned PfHsp40 yeast -0.5, Anthrax LF inh2 0, PrPC surface inh 0, BoNT A protease 1.2, SSB-PriA inh -14, Vc quorum ag -0.4, TcdB inh 1.1, Y pestis TopoI -7 and 3CLpro inhibitor -5.
O=C(O)c1cc(C(F)(F)F)nc2ccccc12 was read as PfHsp40 yeast -1.3, Anthrax LF inh2 4, PrPC surface inh -6, BoNT A protease 0.3, SSB-PriA inh -12, Vc quorum ag -0.3, TcdB inh 2.0, Y pestis TopoI 7 and 3CLpro inhibitor -3.
Screening Cc1ccc2nc(-c3cccnc3)oc2c1 returned PfHsp40 yeast -2.0, Anthrax LF inh2 -3, PrPC surface inh 4, BoNT A protease 0.3, SSB-PriA inh -7, Vc quorum ag 0.3, Y pestis TopoI -7 and 3CLpro inhibitor 0.
O=C(C1COc2ccccc2O1)N1CCn2c(nc3ccccc32)C1 (stereo not drawn) was read as PfHsp40 yeast -0.4, Anthrax LF inh2 -3, PrPC surface inh -4, BoNT A protease -0.1, SSB-PriA inh -8, Vc quorum ag inactive, TcdB inh -1.6, Y pestis TopoI 8 and 3CLpro inhibitor -3.
For COc1cccc2sc(N3CCN(C(=O)c4cccs4)CC3)nc12 the results were PfHsp40 yeast -0.1, PrPC surface inh 4, SSB-PriA inh -10, Vc quorum ag -0.2, TcdB inh 1.4 and Y pestis TopoI 20.
O=[N+]([O-])c1ccc2c(c1)Cc1cc(F)ccc1-2 was read as PfHsp40 yeast 1.0, Anthrax LF inh2 1, PrPC surface inh -3, BoNT A protease 0.0, SSB-PriA inh -2, Vc quorum ag -4.3, TcdB inh 0.9 and Y pestis TopoI 3.
Screening N#C/C(=C/c1ccc(-c2ccc([N+](=O)[O-])cc2)o1)C(=O)Nc1nc(-c2cccs2)cs1 returned PfHsp40 yeast -0.1, Anthrax LF inh2 -6, PrPC surface inh -2, BoNT A protease 0.5, SSB-PriA inh -4, Vc quorum ag -1.1, TcdB inh -6.5 and Y pestis TopoI -6.
Cc1nc(N2CCN(c3ccccc3)CC2)nc2c1C(=O)CCC2 was read as PfHsp40 yeast -0.1, Anthrax LF inh2 -3, PrPC surface inh 10, BoNT A protease 0.7, SSB-PriA inh -17, Vc quorum ag -2.1, Y pestis TopoI 0 and 3CLpro inhibitor 5.
`Cc1cc[n+](C(C)C(=O)c2ccc(-c3ccccc3)cc2)cc1` (stereo not drawn) gave PfHsp40 yeast 0.0, Anthrax LF inh2 -8, PrPC surface inh -4, BoNT A protease 0.0, SSB-PriA inh 12&0, Vc quorum ag inactive, TcdB inh 0.5, Y pestis TopoI -10 and 3CLpro inhibitor 1.
CCOC(=O)c1ccc(NC(=O)c2sc3nc(N4CCOCC4)c4c(c3c2N)CCCC4)cc1 was read as PfHsp40 yeast 0.0, Anthrax LF inh2 -2, PrPC surface inh 4, BoNT A protease 1.7, SSB-PriA inh -19, Vc quorum ag inactive, TcdB inh -1.3, Y pestis TopoI 8 and 3CLpro inhibitor -7.
Screening O=C(COc1ccc2ccccc2c1)NN1C(=O)c2ccccc2C1=O returned PfHsp40 yeast -0.6, Anthrax LF inh2 -2, PrPC surface inh 0, BoNT A protease -0.8, SSB-PriA inh 2, Vc quorum ag -0.3, Y pestis TopoI 0 and 3CLpro inhibitor -2.
For Nc1ccncc1N the results were PfHsp40 yeast -0.8, Anthrax LF inh2 3, PrPC surface inh -5, BoNT A protease -0.6, SSB-PriA inh 3, Vc quorum ag 0.6, TcdB inh 0.8 and Y pestis TopoI 5.

4 structures from above, arranged by molecular weight, low to high:
O=[N+]([O-])c1ccc2c(c1)Cc1cc(F)ccc1-2 was read as PfHsp40 yeast 1.0, Anthrax LF inh2 1, PrPC surface inh -3, BoNT A protease 0.0, SSB-PriA inh -2, Vc quorum ag -4.3, TcdB inh 0.9 and Y pestis TopoI 3.
Cc1nc(N2CCN(c3ccccc3)CC2)nc2c1C(=O)CCC2 was read as PfHsp40 yeast -0.1, Anthrax LF inh2 -3, PrPC surface inh 10, BoNT A protease 0.7, SSB-PriA inh -17, Vc quorum ag -2.1, Y pestis TopoI 0 and 3CLpro inhibitor 5.
Screening N#C/C(=C/c1ccc(-c2ccc([N+](=O)[O-])cc2)o1)C(=O)Nc1nc(-c2cccs2)cs1 returned PfHsp40 yeast -0.1, Anthrax LF inh2 -6, PrPC surface inh -2, BoNT A protease 0.5, SSB-PriA inh -4, Vc quorum ag -1.1, TcdB inh -6.5 and Y pestis TopoI -6.
CCOC(=O)c1ccc(NC(=O)c2sc3nc(N4CCOCC4)c4c(c3c2N)CCCC4)cc1 was read as PfHsp40 yeast 0.0, Anthrax LF inh2 -2, PrPC surface inh 4, BoNT A protease 1.7, SSB-PriA inh -19, Vc quorum ag inactive, TcdB inh -1.3, Y pestis TopoI 8 and 3CLpro inhibitor -7.
